# aGlu spleen mod = inhibits or activates alpha-glucosidase in human spleen homogenate. AID 2112. human spleen homogenate, 4-MU-alpha-glucoside fluorescence. Potency, µM (titrated, usually from 79.9 µM), inactives show at the top dose activity change, negative = inhibition, most hits filed as inhibitors. P10253. hit rate 0.006% among 240,000;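 also: 0% = enzyme with vehicle and -100% = no enzyme basal signal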
#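 AC50 values come from Hill-equation fits of concentration-response data, normalized to no-enzyme and full-activity controls. Enzyme source: 1 ug human spleen homogenate; 1 mM fluorogenic 4-MU glucoside, pH 5.0 citrate buffer, 37 C, 40 min.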
# ALDH1A1 block = blocks purified human ALDH1A1 activity. P00352. Purified ALDH1A1, NADH fluorescence, propionaldehyde substrate. Potency, µM (titrated, usually from 75.3 µM), for inactives: top-dose activity, negative = inhibition, usual class: inhibitors. hit rate 7.3% among 220,000. AID 1030; active = well fitted inhibition curve with a large enough effect, not every such curve was filed as active; inconclusive = small, poorly fitted or top-dose-only effect, or another doubt; inactive = no such curve, though single readings can be large or run the other way;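 also: plate controls were no enzyme wells and a reference inhibitor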
# Target sequence (P00352 whole entry, looked up): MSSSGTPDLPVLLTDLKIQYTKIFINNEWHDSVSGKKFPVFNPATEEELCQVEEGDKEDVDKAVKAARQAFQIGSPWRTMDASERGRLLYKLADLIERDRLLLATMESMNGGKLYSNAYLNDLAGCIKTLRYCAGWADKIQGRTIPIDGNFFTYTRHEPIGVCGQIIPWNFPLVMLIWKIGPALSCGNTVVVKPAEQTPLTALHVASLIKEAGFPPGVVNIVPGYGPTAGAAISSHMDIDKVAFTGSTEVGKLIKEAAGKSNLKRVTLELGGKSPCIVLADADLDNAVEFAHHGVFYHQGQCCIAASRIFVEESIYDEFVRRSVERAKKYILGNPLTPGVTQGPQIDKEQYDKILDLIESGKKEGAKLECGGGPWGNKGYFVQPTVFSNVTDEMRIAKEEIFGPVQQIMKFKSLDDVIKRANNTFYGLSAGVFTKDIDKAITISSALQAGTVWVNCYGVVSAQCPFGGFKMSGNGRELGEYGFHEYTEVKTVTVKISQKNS
# GLA spleen mod = alpha-galactosidase A (human) modulation | human spleen homogenate, 4MU-alpha-Gal fluorescence, 40 min | Potency, µM (doses to about 80 µM), without a hit: top-dose activity change, negative = inhibition, usual class: inhibitors | hit rate 0.008% among 240,000 | AID 2107;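 also: 0% = enzyme with vehicle and -100% = no enzyme basal signal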
#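 Spleen homogenate 1 ug + cpd (titration) + 4-MU-alpha-D-galactopyranoside 1 mM; 37C 40 min; 50 mM citrate/phosphate pH 5.0, 0.01% Tween-20; stop pH 10; fluorescence 365/440; AC50 via Hill.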
# GAA inh = inhibitors of human lysosomal alpha-glucosidase. purified human GAA, 4-MU-alpha-glucoside fluorescence. P10253. hit rate 0.005% among 200,000. Potency, µM (doses to about 76.9 µM), without a hit: top-dose activity change, negative = inhibition, most hits filed as inhibitors;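 also: plate controls were uninhibited enzyme wells for no effect and no-enzyme background for full effect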
#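 Fluorescence at Ex 365/Em 440 nm from 4-methylumbelliferone reported enzyme activity after 20 min at room temperature. Reactions used 4 nM enzyme and 400 uM substrate at pH 5.0; curves fitted with the Hill equation.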
# GAA glycogen = inhibitors or activators of human alpha-glucosidase glycogen cleavage; P10253; recombinant GAA, glycogen substrate, Amplex Red glucose oxidase fluorescence; Potency, µM (series often up to 76.4 µM), without a hit: top-dose activity change, negative = inhibition, most hits filed as inhibitors; hit rate 0.38% among 300,000; AID 2100;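 also: 0% = full enzyme reaction and -100% = no-enzyme basal signal; the screen sought inhibitors and activators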
#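 Recombinant human enzyme (4 nM); glycogen substrate; 37 C, 40 min, pH 5.0. Readout: coupled glucose oxidase/Amplex Red fluorescence.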
# GoLoco inh red = inhibitors of human Gai1-RGS12 GoLoco interaction (red fluorophore). P63096. Gai1:RGS12 GoLoco peptide FP, rhodamine, 10 min. Potency, µM (series often up to 61.6 µM), without a hit: top-dose activity, negative = inhibition, usual class: inhibitors. hit rate 0.44% among 230,000; active = well fitted inhibition curve with a large enough effect, not every such curve was filed as active; inactive = no such curve, though single readings can be large or run the other way; also: % is scaled to controls: 0 for no effect and ±100 for the full control effect; nearly all actives have a fitted effect of over 30% in size; many of its hits are not listed in these tables
# Target sequence (P63096 whole entry, looked up): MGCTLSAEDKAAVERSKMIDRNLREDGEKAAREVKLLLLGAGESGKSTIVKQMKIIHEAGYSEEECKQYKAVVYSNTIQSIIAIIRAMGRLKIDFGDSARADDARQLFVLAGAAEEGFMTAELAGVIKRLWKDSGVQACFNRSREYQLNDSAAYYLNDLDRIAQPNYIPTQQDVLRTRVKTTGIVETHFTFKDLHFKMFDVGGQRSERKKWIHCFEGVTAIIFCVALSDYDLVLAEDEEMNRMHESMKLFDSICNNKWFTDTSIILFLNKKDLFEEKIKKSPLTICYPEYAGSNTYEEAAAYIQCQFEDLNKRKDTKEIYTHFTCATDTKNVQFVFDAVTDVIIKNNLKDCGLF
# SMN2 splice up = enhancers of SMN2 splice variant expression; hit rate 2.8% among 210,000; Potency, µM (doses to about 46.1 µM), inactives show at the highest dose activity change, positive = activation, actives largely listed as activators; AID 1458; HEK293 SMN2-luciferase splicing reporter, luminescence, 30-36 h; also: % of control where 0% means no effect; nearly all actives have a fitted effect of over 55% in size
#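 HEK293 cells carry an SMN2 minigene-luciferase reporter in which exon 7 inclusion puts luciferase in frame. Cells were seeded at 2000 cells/well, attached for 10-12 hours, then exposed to compounds for 30-36 hours at 37C before ONE-Glo luminescence.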
# KDM4E inh = inhibitors of human JMJD2E histone demethylase; B2RXH2; JMJD2E catalytic domain, FDH-coupled NADH fluorescence (FDH is formaldehyde dehydrogenase); Potency, µM (titrated, usually from 57.1 µM), for inactives: top-dose activity change, negative = inhibition, actives largely listed as inhibitors; hit rate 1.6% among 230,000; active = well fitted inhibition curve with a large enough effect, not every such curve was filed as active; inconclusive = small, poorly fitted or top-dose-only effect, or another doubt; inactive = no such curve, though single readings can be large or run the other way;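 also: 0% = wells with enzyme and -100% = buffer wells without enzyme; nearly all actives have a fitted effect of over 50% in size; many of its hits are not listed in these tables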
# * = called active by the depositor; ? = inconclusive; . = no result given; & = joins results of further samples; [ ] = remark or other dose. Unless noted, calls follow the shape of the dose curve; as a rule, active = well fitted curve in the direction sought with a large enough effect; inconclusive = small, poorly fitted or top-dose-only effect, or another doubt; inactive = no such curve, though single readings can be large; an effect the other way counts as inactive or inconclusive. Potency is read from the fitted curve at half-maximal effect. An excerpt. The share of hits here may be higher or lower than overall.
SMILES,aGlu spleen mod,ALDH1A1 block,GLA spleen mod,GAA inh,GAA glycogen,GoLoco inh red,SMN2 splice up,KDM4E inh
CCOC(=O)n1c(=O)n(Cc2ccc(Cl)cc2Cl)c2ccccc21,-2%,12%,1%,-2%,0%,7%,-33%[inhibitor],2%
Cc1c(N=C2NN=C(c3ccc(Cl)cc3)CS2)c(=O)n(-c2ccccc2)n1C,-2%,18µM*,-2%,2%,-11%,5%,-18%,-4%
O=S(=O)(Cc1cc(Cl)nc(-c2ccccc2)n1)c1ccccc1,-3%,-2%,-7%,1%,-15%,8%,-17%,4%
CN(C)C(=O)C1Cc2ccccc2CN1S(=O)(=O)c1cccs1 (stereo unspecified),-11%,10%,-7%,-4%,18%,6%,23%,-3%
CC(=O)c1c(C)[nH]c(C(=O)OCC(=O)Nc2sc3c(c2C#N)CCC(C)C3)c1C (stereo unspecified),0%,.,-5%,.,4%,31%[activator],.,2%
O=C(NCc1cccnc1)C1COc2ccccc2O1 (stereo unspecified),-3%,-1%,3%,6%,7%,-10%,-10%,5%
Cc1cc(N2CCOCC2)ccc1/C=C1\NC(=O)N(Cc2ccccc2F)C1=O,-3%,?,6%,7%,-1%,-5%,-20%,1%
Cc1nn(-c2cccc3cccnc23)c(=O)c2ccccc12,-1%,-1%,7%,-1%,6%,5%,4%,-8%
O=C(N/N=C/c1cccs1)c1n[nH]c2c1CCCC2,5%,.,3%,.,4%,1%,.,-1%
Cc1cccc(-n2c(Cc3ccccc3)nnc2SCC(=O)N2CCOCC2)c1,-4%,?,1%,-5%,-6%,5%,-1%,5%
Cc1ccc(Nc2nnc(-c3ccncc3)s2)c(Br)c1,-1%,4%,7%,2%,9%,.,.,1%
Cc1cc(C(=O)NCc2ccccc2Cl)n(-c2ccccc2)n1,-3%,.,-2%,.,-2%,5%,.,8%
COc1cccc(OCCSc2nc(C)c(Cc3ccccc3)c(=O)[nH]2)c1,0%,10%,-2%,-4%,6%,2%,-6%&10%,-13%
CCOC(=O)c1cc2c(C(F)(F)F)cc(-c3cccnc3)nc2o1,-3%,?,3%,-5%,6%,-12%,?,?
Cn1c(SCC(=O)NC(=O)Nc2ccccc2)nnc1-c1ccncc1,2%,.,2%,.,-4%,-1%,.,5%
CCOC(=O)c1[nH]c(C)c(C(=O)N2CCN(C(=O)c3ccco3)CC2)c1C,2%,-5%,8%,8%,-6%,-5%,-4%,9%
O=C(Nc1cccc(F)c1)N1CCC2(CCNCC2)CC1,-4%,?,6%,.,.,11%,-7%,.
COc1ccc2o/c(=N\O)c(C(=O)Nc3ccccc3OC)cc2c1,3%,?,1%,-8%,1%,2%,22%,-10%
COCCN1C=C(C(=O)OC)C(c2ccccc2Cl)C(C(=O)OC)=C1,.,?,?,?,4%,1%,-16%,?
Cc1cc(O)c(-c2ccno2)cc1Cl,5%,?,16%,?,0%,3%,-3%,?
Cc1ccc(NC(=O)C2CC(=O)N/C(=N/N=C/c3ccco3)S2)cc1 (stereo unspecified),-19%,9%,-13%,-6%,-6%,5%,28%,12%
Cn1c(SCC(=O)C(C)(C)C)nnc1-c1ccccn1,-1%,?,-3%,-8%,7%,4%,2%,0%
COc1ccc(C2=CC(c3cccc(OC)c3)n3nnnc3N2)cc1 (stereo unspecified),-1%,4%,-5%,2%,8%,-2%,?,9%
CN(C)/C=C/C1=C([N+](=O)[O-])C(c2cccc([N+](=O)[O-])c2)NC(=O)N1 (stereo unspecified),0%,.,3%,.,2%,13%,.,10%
COc1cc(CN2CCC(CO)(CCOc3ccccc3)CC2)cc(OC)c1,-8%,.,-1%,.,1%,-7%,.,8%
Brc1cccc(CNCc2cccs2)c1,-3%,8%,-1%,-4%,-12%,7%,15%,-25%
C[C@H](N)CCCC(C)(C)O,-2%[29.1 µM],8%[20.9 µM],2%[29.1 µM],.,.,14%[21.6 µM],9%[20.6 µM],8%[25.5 µM]
Nc1nc(F)cc(NCc2ccccc2)n1,0%,-4%,4%,7%,4%,6%,-37%[inhibitor],0%
Cc1cccc(NC(=O)CSc2nnc(Cn3nnc(-c4ccccc4)n3)n2-c2ccccc2)c1,-7%,-14%,-8%,-3%,-2%,-6%,-14%,-8%
CCOC(=O)CN(C(=O)CSc1nnc(-c2ccc(OC)c(OC)c2)o1)c1ccccc1,1%,6%,-4%,0%,-3%,.,.,-3%

# Gathered by group: those above containing a furan ring, fused or not (three)
SMILES,aGlu spleen mod,ALDH1A1 block,GLA spleen mod,GAA inh,GAA glycogen,GoLoco inh red,SMN2 splice up,KDM4E inh
CCOC(=O)c1cc2c(C(F)(F)F)cc(-c3cccnc3)nc2o1,-3%,?,3%,-5%,6%,-12%,?,?
CCOC(=O)c1[nH]c(C)c(C(=O)N2CCN(C(=O)c3ccco3)CC2)c1C,2%,-5%,8%,8%,-6%,-5%,-4%,9%
Cc1ccc(NC(=O)C2CC(=O)N/C(=N/N=C/c3ccco3)S2)cc1 (stereo unspecified),-19%,9%,-13%,-6%,-6%,5%,28%,12%

# The results go on.
SMILES,aGlu spleen mod,ALDH1A1 block,GLA spleen mod,GAA inh,GAA glycogen,GoLoco inh red,SMN2 splice up,KDM4E inh
CCCOC(=O)Oc1ccc2c(=O)c(Oc3cc(C)cc(C)c3)coc2c1,7%,-2%,7%,0%,-16%,7%,-9%,?
O=C(O)c1ccccc1SCC(=O)N1CCCCC1,0%,11%,-10%,3%,3%,-2%,-13%,0%
COc1ccc(-n2c(Cc3cccn3C)nnc2SCC(=O)N2CCCc3ccccc32)cc1,-2%,?,-7%,-7%,-2%,-3%,11%,1%
Cc1ccc(Sc2ccc(NC(=O)CCl)cc2)cc1C,5%,2µM*,3%,1%,1%,3%,-37%[inhibitor],-2%
CC(=O)Oc1ccc(-n2c(=O)c3ccccc3c3ccccc3c2=O)cc1,8%,-5%,9%,11%,-4%,9%,-6%,12%
Cc1c(Cl)cccc1N=c1c([N+](=O)[O-])nn(-c2ccccc2)n1O,-6%,-1%,2%,-1%,-2%,-10%,-35%[inhibitor],-3%
CCOC(=O)c1cc(=O)n(-c2ccc(Cl)cc2C)[nH]1,-5%,?,4%,3%,3%,3%,17%,?
O=C(c1cccnc1)N1CCN(C(=O)c2ccccc2F)CC1,-4%,-1%,-4%,-5%,-1%,7%,9%,4%
NC(=O)C1CCN(C(=O)c2cnn(-c3ccccc3)c2NC(=O)c2ccco2)CC1,-10%,12%,0%,1%,4%,5%,-11%,3%
CCN(CC)S(=O)(=O)c1ccc(Cl)c(NC(=O)COc2ccc(OC)cc2)c1,5%,21%,0%,0%,4%,7%,-10%,4%
COCCn1c(SCC(=O)NCC2CCCO2)nc2c(c1=O)SC(C)C2 (stereo unspecified),-7%,-7%,1%,-3%,-3%,2%,1%,-4%
O=[N+]([O-])c1ccc(/C=N/NC(=S)Nc2ccc(Cl)cc2Cl)s1,0%,.,-1%,.,-5%,17%,.,5%
COc1ccc(S(=O)(=O)N2CCCC(C(=O)Nc3cccc(C(C)=O)c3)C2)cc1 (stereo unspecified),-2%,-2%,2%,-31%,-2%,-14%,-3%,-5%
Cc1ccc(OCCCC(=O)Nc2ccc(N3CCOCC3)cc2)cc1,-14%,-6%,1%,-7%,0%,-8%,-33%[inhibitor],3%
O=C(C1CCCCC1)N1CCCC(c2nc(-c3ccc(F)cc3)no2)C1 (stereo unspecified),2%,1%,6%,2%,-7%,3%,-15%,2%
CN(CC(=O)NCc1ccc(F)cc1)S(=O)(=O)c1cccc2nsnc12,-14%,0%,-7%,1%,0%,-3%,3%,3%
Cc1ccc(S(=O)(=O)NCc2ccco2)c(C)c1C,-1%,-9%,-5%,-1%,9%,1%,-18%,6%
Cc1cc(C)c(N=Cc2c(O)n(-c3nccs3)c(=O)c3ccccc23)c(C)c1,3%,1%,0%,3%,-6%,-3%,-14%,2%
CC(=O)c1c(O)cc(C)n(Nc2nc(C)cc(C)n2)c1=O,0%,11%,12%,-2%,?,16%,8%,?
Cc1ccc(-n2cc(C(=O)c3ccccc3O)cn2)cc1,2%,?,2%,1%,9%,5%,-42%[inhibitor],?
COC(=O)c1cn(Cc2ccccc2C)nn1,-3%,5%,-1%,-1%,-3%,14%,-9%,8%
CC(=O)N(C)c1ccc(NC(=O)C(Sc2ccccc2)c2ccccc2)cc1 (stereo unspecified),-2%,-3%,-15%,-5%,8%,4%,14%,-2%
N#C/C(=C\c1c(N2CCC(C(N)=O)CC2)nc2ccccn2c1=O)S(=O)(=O)c1ccc(Cl)cc1,-5%,.,-1%,.,-1%,12%,.,8%
CCOC(=O)CCSc1cc(C)c2ccccc2n1,-13%,-1%,-7%,5%,20%,20%,3%,1%
O=S(=O)(N/N=C1/CC(c2ccccc2)Oc2ccccc21)c1ccc(Br)cc1 (stereo unspecified),-5%,22µM*,-8%,-5%,-6%,-9%,-14%,7%
O=C(NCC(=O)N(c1cnc2ccccc2c1)C(C(=O)NC1CCCC1)c1ccncc1)c1ccco1 (stereo unspecified),-8%,0%,-2%,3%,-10%,5%,7%,?
COc1ccc(CCN2C(=O)CC(NNc3ccc([N+](=O)[O-])cc3)C2=O)cc1OC (stereo unspecified),-5%,10µM*,-9%,?,1%,11%,4%,?
OC1CCCN(CC(O)c2ccccc2)C1 (stereo unspecified),1%,-1%,8%,2%,-1%,-8%,-2%,?
CC(=O)C1=C(O)C(=O)N(C)C1c1ccccc1F (stereo unspecified),6%,?,4%,?,8%,-4%,-13%,-12%
COc1ccc(C2C(C(=O)N3CCCC3)c3cc(OC)c(OC)cc3C(=O)N2C)cc1 (stereo unspecified),2%,4%,-4%,-2%,2%,12%,-7%,-14%
Fc1ccc(-c2cn(-c3ccccc3)c3[n+]2CCS3)cc1,-4%,.,6%,.,-9%,3%,.,3%
COCC(=O)N1CCC2(CCCN(Cc3cc(C(F)(F)F)cc(C(F)(F)F)c3)C2)CC1,6%,3%,0%,.,.,9%,-5%,.
CCCn1cnc2sc(C(N)=O)c(C)c2c1=O,-2%,-9%,6%,?,0%,13%,-9%,5%
